# Compound activity from PubChem.
# ERK EGF inh – blocks ERK signaling stimulated by EGF; HEK293-V1b, EGF-stimulated phospho-ERK AlphaScreen; AID 1454; actives 0.41% (n = 130,000); Potency, µM (series often up to 11.5 µM), for inactives: at the highest dose activity change, negative = inhibition, hits mostly inhibitors; active = well fitted inhibition curve with a large enough effect; inconclusive = small, poorly fitted or top-dose-only effect, or effect the other way;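 also: plate controls were stimulated vehicle wells for no effect and unstimulated vehicle basal for full effect; nearly all actives have a fitted effect of over 55% in size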
#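 Homogeneous cell-based phospho-ERK assay: HEK293/V1b cells in 1% FBS, compound 30 min then EGF 5 min, AlphaScreen luminescence. Activity normalized between DMSO and 25 nM EGF controls; AC50 from Hill modelling.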
# * marks the source's active call; other numbers are inactive results; ? = inconclusive; & = joins results of further samples; [ ] = another dose, or the depositor's remark. Potency is read from the fitted curve at half-maximal effect.
# The first 2 compounds, ahead of the listing:
SMILES,ERK EGF inh
CC(C)(CC(=O)O)CC(=O)NCc1c(Cl)cccc1Oc1ccccc1,11%[57.5 µM]
CC(NC(=O)Cc1cccs1)C(c1cccs1)N1CCOCC1 (configuration not stated),2%

# The whole of this part (from the top)
SMILES,ERK EGF inh
CC(C)(CC(=O)O)CC(=O)NCc1c(Cl)cccc1Oc1ccccc1,11%[57.5 µM]
CC(NC(=O)Cc1cccs1)C(c1cccs1)N1CCOCC1 (configuration not stated),2%
CC1CCN(CC(=O)Nc2ccccc2C(=O)c2ccccc2)CC1,-9%
CC(C(=O)OCC(=O)c1ccc([N+](=O)[O-])cc1)N1C(=O)C2C3CCC(C3)C2C1=O (configuration not stated),5%
O=CN1CCN(C(=S)Nc2ccc(OC(F)F)cc2)CC1,11%[57.5 µM]
COc1cc(O)c(CCC(=O)c2cc(OC)c(OC)c(OC)c2)c(OC)c1,17%
COc1ccccc1Nc1nc(N)nc(CN2CCN(Cc3ccc4c(c3)OCO4)CC2)n1,-1%[57.5 µM]
CCN1c2ccccc2-c2nc3ccccc3n2C1c1cccs1 (configuration not stated),?
CCCC(C)NC(=O)c1ccc(-c2ccccc2)cc1 (configuration not stated),0%[57.5 µM]
COCCCCCCCCCCCC(=O)O,-5%
COc1ccc2c(c1)OCc1c-2oc2cc(OC)ccc12,0%
O=C(CCSc1nnc(-c2ccccc2)o1)N1CCOCC1,-3%
CCO[C@H]1OC(C(=O)N2CCN(Cc3ccccc3)CC2)=C[C@@H](c2ccccc2)[C@@H]1CCCO,-12%[57.5 µM]
O=C1/C(=C\c2ccc(O)cc2)SC(=S)N1c1cccnc1,0%
CCCC1CCC(C(=O)n2nc(N)c3cc4ccc(OC)cc4nc32)CC1 (configuration not stated),3%
O=C1NC(=Nc2ccccc2)S/C1=C/c1cccnc1,3%
Cc1ccccc1NC(=O)CN1C(=S)NC(C)(C)CC1C (configuration not stated),-3%
N#C/C(=N\Nc1ccc(F)cc1)C(=N)N1CCCCCC1,-7%
CCS(=O)(=O)N1N=C(c2cccc(NS(C)(=O)=O)c2)CC1c1ccc(C)cc1 (configuration not stated),-5%
COC(=O)C(F)(F)Sc1c(C)[nH]c2ccccc12,?
Cc1cccc(/C=N/NC(=O)Cn2nc(C)cc2C)n1,6%
CC(CN(C)Cc1ccccc1)OC(=O)c1ccccc1F (configuration not stated),2%
CC(=O)c1ccc(OCCCC(=O)NC(C)c2ccc(S(N)(=O)=O)cc2)cc1 (configuration not stated),1%
CC(=O)c1ccc(C(=O)N2CCC(CO)(Cc3cccc(C(F)(F)F)c3)CC2)cc1,1%
COC(=O)CNC(=O)C1(CC(C)C)C=CCN1C(C)=O (configuration not stated),-9%
C=CCC(=O)N1CCCC(CNC(=O)c2ccc(-c3ccccc3)cc2)C1 (configuration not stated),-4%
Fc1ccc(/C=N/NC(=S)Nc2cccnc2)cc1,10%
Cc1ccc(S(=O)(=O)C2(C(=O)N3CCN(c4cc(C)ccc4C)CC3)CC2)cc1,-8%
O=C(NCCOc1ccccc1Cl)C(=O)Nc1ccccc1,0%
O=C(O)c1cc(-c2ccc(Cl)s2)nc2ccccc12,4%
COC(=O)Cc1[nH]c(=O)[nH]c1C(=O)OC,2%[57.5 µM]
CN(C)CCNC(NC(=O)c1cccs1)C(Cl)(Cl)Cl (configuration not stated),8%
CC1Cc2ccccc2N1CC(=O)Nc1ccc(S(=O)(=O)N(C)C)cc1 (configuration not stated),-10%[57.5 µM]
C[C@@](N)(C(=O)O)c1ccc(P(=O)(O)O)cc1,3%
CCN1CCN(c2nc(C)c3c(n2)CC(C)CC3=O)CC1 (configuration not stated),6%
O=C(Nc1ccc(Cl)cc1)N1N=CCC1c1ccccc1 (configuration not stated),1%[57.5 µM]
COc1ccc(NC(=O)CCN2CCCC2)c(OC)c1,6%
C=NC(C(=O)NC1C(=O)N2C1SC(C)(C)C2C(=O)O)c1ccccc1 (configuration not stated),6%
Cc1cccc(Oc2ccc(NC(=O)c3ccccc3C(=O)O)cc2)c1,?
Cc1ccc(S(=O)(=O)N(C)C)cc1NC(=O)CCc1c[nH]c2ccccc12,5%
O=C1c2cc(Br)ccc2O[C@@H](c2ccc3c(c2)OCO3)[C@@H]1O,3%
COCCCNC(=S)NNC(=S)Nc1ccccc1,-7%[57.5 µM]
Clc1ccc(CNc2ccccc2NCc2ccc(Cl)nc2)cn1,-1%
COc1ccc(NC(C)=O)cc1S(=O)(=O)N1CCN(C(=O)c2ccccc2F)CC1,1%[57.5 µM]
Brc1ccc(CSc2nnc(-c3ccco3)o2)cc1,-3%
CCOC(=O)C(C)n1nc(/C=C/c2ccc(OC)cc2)ccc1=O (configuration not stated),4%
CCN(CC)C(=O)c1cc2c(=O)oc3ccccc3c2s1,12%
O=C(NCCCn1ccnc1)c1cc2ccccc2o1,-9%
CN1CCN(C(=O)CN(c2ccccc2)S(=O)(=O)N(C)C)CC1,-14%
COCCn1c(NC(=S)NC(=O)C2CC2)cc(=O)[nH]c1=O,-7%
CC(=O)c1sc(NC(=O)c2ccc(C)c(C)c2)nc1C,-2%
O=C(COC(=O)CNC(=O)c1ccc(Cl)cc1)Nc1cccc(S(=O)(=O)N2CCCC2)c1,3%[57.5 µM]
COc1ccc(NC(=O)N2CC[C@@]3(CCCN(S(C)(=O)=O)C3)C2)cc1,?
CC(=O)N(/N=C/c1ccc([N+](=O)[O-])o1)c1nc2ccccc2c(=O)n1-c1ccccc1,-2%[57.5 µM]
O=C(NCCCN1CCOCC1)c1cc(-c2ccc(Cl)cc2)on1,6%
O=C(COc1ccc(S(=O)(=O)N2CCOCC2)cc1)N1CCc2ccccc2C1,18%[57.5 µM]
C/C(CC(=O)Nc1ccc2c(c1)OCO2)=N\NC(=O)c1ccc(N)cc1,-10%[57.5 µM]
CC1=CC(=O)CC(C)(C)C1(O)/C=C/C(C)=C\C(=O)O (configuration not stated),7%&1%
COc1ccccc1OCC(=O)Nc1nonc1NC(=O)COc1ccccc1OC,3%
Cc1cccc(N2CC(C(=O)Nc3nnc(SCC(=O)Nc4cc(C)on4)s3)CC2=O)c1 (configuration not stated),0%
# Next section.
SMILES,ERK EGF inh
CC(=O)c1cc(C#N)c(N2CCCCC2)nc1C,24%
CCOC(=O)C(C(=O)OCC)C1CS(=O)(=O)CC1C(C(=O)OCC)C(=O)OCC (configuration not stated),0%
Cc1nc([N+](=O)[O-])c(Br)n1CC(=O)c1ccc(F)cc1,-3%
Cc1ccc(OCC(=O)Nc2ccc(C)c(S(=O)(=O)N3CCCCCC3)c2)c([N+](=O)[O-])n1,?
CSc1nnc(C)c(=O)n1COC(=O)COc1ccccc1C,-5%
CC(C)n1cnc2c(Nc3cccc(F)c3)nc(NCCO)nc21,1%[57.5 µM]
COC(=O)c1c(NC(=O)CN2CCN(c3ccccc3Cl)CC2)sc(C)c1C,6%
Cc1cc(C)cc(NC(=O)Nc2ccc(-n3ccc(C(F)(F)F)n3)cc2)c1,-1%[57.5 µM]
C1CN(CC23CC4CC(CC(C4)C2)C3)CCO1,0%
CCCSc1ncccc1C(=O)O,-4%[57.5 µM]
COc1ccc(-c2nn3c(-c4ccccn4)nnc3s2)cc1OC,-6%
Fc1ccc(-c2nc(-c3cccs3)no2)cc1,4%[57.5 µM]
CCCCCCC1CCC(C(=O)N2CCOCC2)CC1 (configuration not stated),1%
COc1cc(OC)c(C(=O)CCCCN2CCC3(CC2)NC(=O)NC3=O)cc1NS(=O)(=O)c1ccc(C(F)(F)F)cc1,8%
CC(C)(O)C(=O)NNC(=S)Nc1ccc(F)c(Cl)c1,-4%
Cc1ccc([N+](=O)[O-])c2c1C(N1CCCC1)C(C)(C)O2 (configuration not stated),2%
O=C(NNC(=O)c1cnccc1C(F)(F)F)c1ccc(Cl)cc1,-9%[57.5 µM]
Cc1cc(C)cc(C(=O)NCC(=O)OCc2cc([N+](=O)[O-])cc3c2OCOC3)c1,-2%
O=C(O)C(=O)/C(=C\c1ccc([N+](=O)[O-])cc1)c1ccc2ccccc2n1,-3%
COc1ccc(C2=NCCNC(C(F)(F)F)=C2)cc1,5%

# 3 entries from above, with each value named:
smiles: CCCSc1ncccc1C(=O)O
  ERK EGF inh: -4%[57.5 µM]

smiles: CC(=O)c1cc(C#N)c(N2CCCCC2)nc1C
  ERK EGF inh: 24%

smiles: Cc1ccc(OCC(=O)Nc2ccc(C)c(S(=O)(=O)N3CCCCCC3)c2)c([N+](=O)[O-])n1
  ERK EGF inh: ?

# Next section
SMILES,ERK EGF inh
O=C1NN(c2cccc(Br)c2)C(=O)/C1=C/c1ccc(-c2cc([N+](=O)[O-])ccc2O)o1,7%[57.5 µM]
O=C(Cc1cccc2ccccc12)Nc1nc(-c2cccc([N+](=O)[O-])c2)cs1,2%
COC(=O)C(=Cc1cc(Br)c(OC)c(Br)c1)C(=O)OC,-12%
O=c1c2ccccc2c(C=Nc2ccc(S(=O)(=O)Nc3ncccn3)cc2)c(O)n1-c1cccc(Cl)c1,-9%
COC(=O)[C@H](CCSC)NS(=O)(=O)c1ccccc1Br,0%[57.5 µM]
CCCN(CCC)CC(O)COc1ccccc1C(=O)Nc1ccccc1 (configuration not stated),-9%[57.5 µM]
CCOC(=O)c1cc2c(N)c(C(=O)c3ccc(Br)cc3)sc2[nH]c1=O,-1%
Fc1ccc(CCNC(=S)Nc2ccc(F)c(Cl)c2)cc1,4%
c1ccc2c(c1)CCN(c1ncnc3nc[nH]c13)C2,8%
S=C(NCCc1ccc(Cl)cc1)Nc1ccc(Cl)cc1Cl,-3%
CCNCc1cc(Cl)cc(OC)c1OC(C)C,11%
Cc1cc(Cl)c2ccccc2n1,-2%
COc1cccc(-c2nc3ccccc3s2)c1O,-2%
COc1cc(/C=C(\NC(=O)c2ccccc2)C(=O)N2CC3CC(C2)c2cccc(=O)n2C3)cc(OC)c1OC (configuration not stated),3%[57.5 µM]
Cc1ccc(CN=c2c([N+](=O)[O-])nn(-c3ccc(Cl)cc3)n2O)cc1,-11%
O=C(COc1ncnc2ccccc12)NCc1ccco1,-5%
CNc1ccc(S(=O)(=O)NCC(=O)OCC(=O)Nc2cccc(Cl)c2Cl)cc1[N+](=O)[O-],6%
O=C(NCc1cccnc1)C(=O)Nc1nccs1,-1%
CCOc1cccc(/C=N/NC(=S)Nc2cc(S(=O)(=O)N3CCOCC3)ccc2N2CCOCC2)c1O,1%
O=[N+]([O-])c1ccc(N2CCOCC2)c(S(=O)(=O)N2CCOCC2)c1,5%
Cc1ccc(Oc2cc([N+](=O)[O-])cc3c2C(=O)Nc2ccccc2O3)cc1,-1%
COc1ccc(/C=N/n2c(-c3cc(C)[nH]n3)n[nH]c2=S)cc1,-11%[57.5 µM]
Cc1ccc(S(=O)(=O)N2CCN(C(=O)/C=C/c3ccco3)CC2)cc1,-3%
CC(=O)Nc1ccc(-c2csc(Nc3ccc(Cl)cn3)n2)cc1,1%
COc1ccc(CN2CCC(=O)NC2=O)cc1,3%[57.5 µM]
Cc1cc(C)nc(SCC(=O)NN)n1,-10%
Cc1nc(N2CCC(C(N)=O)CC2)c2c(-c3cccs3)csc2n1,3%
COc1ccc(NC(=O)c2ccc(-n3c(C)ccc3C)cc2)c(OC)c1,1%
CC1=NN(C(=O)CSCc2ccccc2)C(O)(c2ccc(Cl)cc2)C1 (configuration not stated),-9%
O=C(NC1CCCC1)c1cc(Cl)ccc1[N+](=O)[O-],5%
CC(C)c1ccc(NC(=S)NC2CCN(Cc3ccccc3)CC2)cc1,3%
COc1ccc(N=C2O/C(=C/c3sc(=S)n(CC4CCCO4)c3O)N=C2C#N)cc1 (configuration not stated),0%[57.5 µM]
CCP(=O)(c1cccc([N+](=O)[O-])c1)c1cccc([N+](=O)[O-])c1,-2%[57.5 µM]
CCOc1ccccc1NC(=S)N(CCOC)C1CCN(C(C)=O)CC1,-5%[57.5 µM]
NC(=O)C1CCN(CC(=O)NC2CCCc3ccccc32)CC1 (configuration not stated),-4%
O=C(Cn1nnc2ccccc21)Nc1ccc(Cl)cn1,-2%
CCOC(=O)c1cccc(-c2ccc(C=O)o2)c1,6%
Cc1cccc2c(C(=O)Nc3ccc(Br)cc3)cc(-c3ccccn3)nc12,-11%
O=C(Nc1ccccc1)N1CC2(CCN(C(=O)c3ccco3)CC2)C1,1%
CCC(=O)OCC(=O)Nc1cc([N+](=O)[O-])ccc1OC,-3%

# Six compounds out of the list, sorted by length of the SMILES, smallest number first:
SMILES,ERK EGF inh
CCCC(C)NC(=O)c1ccc(-c2ccccc2)cc1 (configuration not stated),0%[57.5 µM]
O=C(CCSc1nnc(-c2ccccc2)o1)N1CCOCC1,-3%
CC(=O)c1sc(NC(=O)c2ccc(C)c(C)c2)nc1C,-2%
CC(C)(CC(=O)O)CC(=O)NCc1c(Cl)cccc1Oc1ccccc1,11%[57.5 µM]
COc1ccc(NC(=O)N2CC[C@@]3(CCCN(S(C)(=O)=O)C3)C2)cc1,?
Cc1ccc(CN=c2c([N+](=O)[O-])nn(-c3ccc(Cl)cc3)n2O)cc1,-11%

# More records follow:
SMILES,ERK EGF inh
CCO[C@H]1OC(C(=O)NCc2ccccc2)=C[C@@H](C2CCCCC2)[C@@H]1CCCO,0%[57.5 µM]
COc1ccc(O[C@H]2C=C[C@@H](c3ccccc3)O[C@@H]2COC(=O)CC/C(C)=N/O[C@@H](C)CN2CCCCc3nc(C)c(C)cc32)cc1,1%
Cc1cc(C)c(NC(=O)C[C@H](CC(=O)O)c2cccc3ccccc23)c(C(=O)N2CCC3(CCCC3)CC2)c1,-2%
COc1ccc([C@H]2CC(=O)c3c(O)cc(O)cc3O2)cc1O,5%[57.5 µM]
CCN(CC)CCCN=Cc1c(O)n(-c2c(C)cccc2C)c(=O)c2ccccc12,4%[57.5 µM]
O=C(Nc1nnc(SCc2c(Cl)cccc2Cl)s1)C1CC(=O)N(c2ccc3c(c2)OCCO3)C1 (configuration not stated),-3%
O=C1N/C(=N/O)S/C1=C\c1ccccc1-n1cccn1,-5%

# The list is partial, so the mix of outcomes need not match the whole.
